TR SRC2 fluor cs: Total Fluorescence Counterscreen for Inhibitors of the Interaction of Thyroid Hormone Receptor and Steroid Receptor Coregulator 2. AID 1479, 2009. Potency, µM (series often up to 106 µM), for inactives: top-dose fluorescence change, negative = quenching. TRb/SRC2 Texas Red total fluorescence interference. 280,000 compounds, 0.29% hits; active = well fitted curve in either direction with a large enough effect; inconclusive = small, poorly fitted or top-dose-only effect
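Flags fluorescent or light-absorbing compounds by total fluorescence, S + 2P, at 555 nm excitation and 632 nm emission. Mixture: 20 nM Texas Red SRC2 peptide, 0.6 uM human TRb LBD, 1 uM T3, 5% DMSO; compound exposure 5 h at ambient temperature.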
GAA glycogen: qHTS Assay for Inhibitors and Activators of Human alpha-Glucosidase Cleavage of Glycogen | 300,000 compounds, 0.38% hits | AID 2100, 2009 | Potency, µM (highest dose often 76.4 µM), for the others: at the top dose activity change, negative = inhibition, most hits filed as inhibitors | recombinant GAA, glycogen substrate, Amplex Red glucose oxidase fluorescence;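 also: 0% = full enzyme reaction and -100% = no-enzyme basal signal; the screen sought inhibitors and activators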
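Recombinant enzyme (4 nM final) with compounds titrated up to 77 uM and bovine liver glycogen (30 ug) in citrate pH 5.0, 0.01% Tween-20, 37 C 40 min. Released glucose detected by Amplex Red/glucose oxidase (Ex 573/Em 610); AC50 from Hill fits.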
RGS12 GoLoco inh: qHTS Assay for Inhibitors of RGS12 GoLoco Motif Activity (Red Fluorophore); Guanine nucleotide-binding protein G(i) subunit alpha-1 (Homo sapiens), P63096; Gai1:RGS12 GoLoco peptide FP, rhodamine, 10 min; Potency, µM (titrated, usually from 61.6 µM), without a hit: at the highest dose activity, negative = inhibition, usual class: inhibitors; 230,000 compounds, 0.44% hits; AID 880, 2007; active = well fitted inhibition curve with a large enough effect, not every such curve was filed as active; inactive = no such curve, though single readings can be large or run the other way; also: nearly all actives have a fitted effect of over 30% in size; many of its hits are not listed in these tables
Target sequence (P63096 whole entry, looked up): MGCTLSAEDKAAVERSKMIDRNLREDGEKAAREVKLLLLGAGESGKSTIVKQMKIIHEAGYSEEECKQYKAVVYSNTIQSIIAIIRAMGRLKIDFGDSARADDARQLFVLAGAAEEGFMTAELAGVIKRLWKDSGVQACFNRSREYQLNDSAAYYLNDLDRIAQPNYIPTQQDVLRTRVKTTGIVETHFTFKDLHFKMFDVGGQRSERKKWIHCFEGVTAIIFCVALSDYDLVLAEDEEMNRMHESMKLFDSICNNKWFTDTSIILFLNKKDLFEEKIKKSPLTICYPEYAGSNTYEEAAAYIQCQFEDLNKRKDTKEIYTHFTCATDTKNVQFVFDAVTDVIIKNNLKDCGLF
GAA spleen mod: qHTS Assay for Inhibitors and Activators of Human alpha-Glucosidase From Spleen Homogenate; Potency, µM (titrated, usually from 79.9 µM), without a hit: at the top dose activity change, negative = inhibition, usual class: inhibitors; human spleen homogenate, 4-MU-alpha-glucoside fluorescence; Lysosomal alpha-glucosidase (Homo sapiens), P10253; 240,000 compounds, 0.006% hits; AID 2112, 2009;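 also: 0% = enzyme with vehicle and -100% = no enzyme basal signal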
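AC50 values come from Hill-equation fits of concentration-response data, normalized to no-enzyme and full-activity controls. Enzyme source: 1 ug human spleen homogenate; 1 mM fluorogenic 4-MU glucoside, pH 5.0 citrate buffer, 37 C, 40 min.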
RECQ1 helicase: qHTS Assay for Inhibitors of RecQ-Like Dna Helicase 1 (RECQ1). Potency, µM (top dose mostly 57.3 µM), without a hit: at the top dose activity, negative = inhibition, most hits filed as inhibitors. 240,000 compounds, 0.54% hits. ATP-dependent DNA helicase Q1 (Homo sapiens), P46063. RECQ1 DNA unwinding, red fluorescence kinetic read;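 also: plate controls were vehicle for no effect and no enzyme for full effect; nearly all actives have a fitted effect of over 30% in size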
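RECQ1T1 50 nM; forked duplex (20 bp + 30-nt ss tails) 200 nM, ATP 2 mM final; pH 8.0, 2 mM MgCl2, 2.5 ug/ml poly(dI-dC); 15 min compound preincubation; discontinuous kinetic read over 2 h at RT.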
L3MBTL1 block: qHTS Assay for the Inhibitors of L3MBTL1; Potency, µM (series often up to 57.1 µM), inactives show at the highest dose activity, negative = inhibition, hits mostly inhibitors; Lethal(3)malignant brain tumor-like protein 1 (Homo sapiens), Q9Y468; AlphaScreen L3MBTL1–H3K9me1 peptide binding; 230,000 compounds, 0.66% hits; AID 485360, 2010; also: nearly all actives have a fitted effect of over 60% in size
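L3MBTL1 50 nM + b-AHA-H3(1-15)K9me1 75 nM, 30 min RT; compound added, 30 min RT; streptavidin donor/Ni-chelate acceptor beads 10 ug/mL each final, 30 min RT dark; AlphaScreen read.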
TRb SRC2 PPI: qHTS for Inhibitors of the Interaction of Thyroid Hormone Receptor and Steroid Receptor Coregulator 2; AID 1469, 2008; 280,000 compounds, 0.065% hits; Potency, µM (series often up to 106 µM), inactives show at the top dose activity change, negative = inhibition, actives largely listed as inhibitors; TRbeta-SRC2 peptide binding, fluorescence polarization; receptor liganded with 1 µM T3;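 also: plate controls were bound peptide for no effect and peptide without receptor for full effect; nearly all actives have a fitted effect of over 50% in size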
Target sequence (P10828 whole entry, looked up): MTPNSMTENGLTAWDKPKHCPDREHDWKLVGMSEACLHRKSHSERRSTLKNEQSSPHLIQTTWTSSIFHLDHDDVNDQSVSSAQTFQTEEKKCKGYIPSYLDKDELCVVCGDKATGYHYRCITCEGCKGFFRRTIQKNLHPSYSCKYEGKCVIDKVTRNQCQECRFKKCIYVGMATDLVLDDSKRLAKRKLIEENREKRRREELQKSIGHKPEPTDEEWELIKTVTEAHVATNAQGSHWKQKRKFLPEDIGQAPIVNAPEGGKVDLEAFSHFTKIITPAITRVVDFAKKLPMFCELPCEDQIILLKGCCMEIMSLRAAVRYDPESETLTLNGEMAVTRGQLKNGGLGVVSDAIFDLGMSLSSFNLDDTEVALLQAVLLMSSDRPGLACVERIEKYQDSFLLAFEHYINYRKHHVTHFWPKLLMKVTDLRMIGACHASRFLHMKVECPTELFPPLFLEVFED
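Fluorescence polarization of 20 nM Texas Red SRC2 peptide with 0.6 uM human TRb ligand-binding domain, in Tris buffer with 1uM T3 and 5% DMSO. Incubated 5 hr ambient; normalized to unbound and bound controls.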
GAA inhib: qHTS Assay for Inhibitors of Human alpha-Glucosidase as a Potential Chaperone Treatment of Pompe Disease; Lysosomal alpha-glucosidase (Homo sapiens), P10253; purified human GAA, 4-MU-alpha-glucoside fluorescence; Potency, µM (doses to about 76.9 µM), for the others: at the top dose activity change, negative = inhibition, actives largely listed as inhibitors; 200,000 compounds, 0.005% hits; AID 1466, 2008;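 also: plate controls were uninhibited enzyme wells for no effect and no-enzyme background for full effect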
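qHTS format, compound range up to 77 uM. Human lysosomal enzyme at 4 nM, 400 uM 4-MU glucoside substrate, pH 5.0, 20 min room temperature; fluorescence after alkaline stop gives activity normalized to controls.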
The depositor's hits bear a star; i = inactive; ? = inconclusive; / = not tested or not shown; & = joins results of further samples; [ ] = another dose, or the depositor's remark. Unless noted, calls follow the shape of the dose curve; as a rule, active = well fitted curve in the direction sought with a large enough effect; inconclusive = small, poorly fitted or top-dose-only effect, or another doubt; inactive = no such curve, though single readings can be large; an effect the other way counts as inactive or inconclusive. Unless noted, % is scaled to controls: 0 for no effect and ±100 for the full control effect; potency is read from the fitted curve at half-maximal effect. This is a subset; rates above refer to the full screens.

Compound	TR SRC2 fluor cs	GAA glycogen	RGS12 GoLoco inh	GAA spleen mod	RECQ1 helicase	L3MBTL1 block	TRb SRC2 PPI	GAA inhib
NNC(N)=O	1%&0%	/	8%&8%	11%&2%	-10%&8%	7%	0%&6%	/
COc1ccc(CNS(=O)(=O)c2cc3c(cc2C)N(C)CCO3)cc1	?	-3%&-16%[76.3 µM]	/	/	/	-6%	-6%	/
Cc1cccnc1-n1c(-c2ccco2)nc2ccccc2c1=O	4%	-13%	/	5%	i	-6%	-18%	-8%
CN(C)C(=O)Oc1cc(OC(=O)N(C)C)cc([C@@H](O)CNC(C)(C)C)c1	-1%[53 µM]	/	8%[21.6 µM]	0%[29.1 µM]	i	/	-2%[53 µM]	/
CC1CCN2c3nc4ccccn4c(=O)c3CC3(C(=O)N(C)C(=O)N(C)C3=O)C2C1 (configuration not stated)	-2%	2%	23%	8%	-3%	-3%	2%	8%
ClCC(Br)CBr (configuration not stated)	0%	/	47%[activator]	8%	-5%	6%	-7%	/
CCOC(=O)C1=C(N)OC2=C(C(=O)CCC2)C12C(=O)N(C)c1ccccc12 (configuration not stated)	-2%	4%	3%	4%	-6%	0%	-3%	/
Cc1ccc(-c2ccc(=O)n(CCC(=O)N3CCC4(CC3)OCCO4)n2)cc1	0%	-16%	-2%	4%	-15%	/	1%	4%
ClCCOCOCCCl	-1%	/	6%	10%	-15%	6%	-3%	/
Cn1c(O)c(C=NCCN2CCOCC2)c(=O)[nH]c1=S	-7%	-1%	14%	-5%	i	/	-2%	/
COc1ccc(C(=O)CN2CCOCC2)cc1F	0%	-2%	3%	-6%	-19%	12%	4%	-2%
Nc1ccc(N=Nc2ccccc2)cc1	-5%[201 µM]	-12%	-3%	3%	-4%	-26%	6%[201 µM]	-12%
NC(=S)c1cn(C2OC(CO)C(O)C2O)c2ncnc(N)c12 (configuration not stated)	-2%	-18%	-2%	-7%	-4%	-10%	1%	2%
Cn1nnc(CC[N+](C)(C)C)n1	1%	2%	6%	2%	-3%	8%	-1%	/
CC(C)n1c(O)c(C=NCc2ccccc2)c(=O)[nH]c1=S	1%	-2%	-5%	-1%	5%	2%	2%	-9%
CCOc1ccc(N2C(=O)NC(=O)/C(=C\c3ccc(N4CCCCC4)o3)C2=O)cc1	-10%	1%	/	-2%	6%	8%	-2%	10%
CN1CCC(c2c[nH]c3ccccc23)C1 (configuration not stated)	-5%	14%	0%	-4%	7%	/	1%	/
COc1ccc(Cn2c(O)c(/C=N/NC(=O)c3ccccc3O)c(=O)[nH]c2=O)cc1	?	2%	9%	-4%	-10%	2%	-14%	0%
C=CCN1CC[C@]23c4c5ccc(O)c4O[C@@H]2C(=O)CC[C@]3(O)[C@H]1C5	-1%	/	0%	9%	-3%	/	-2%	/
NC[C@H](CC(=O)O)c1ccc(Cl)cc1	-1%	/	3%	11%	-1%	/	-2%	/
Nc1c(C(=O)NCc2ccco2)c2nc3ccccc3nc2n1Cc1ccc(F)cc1	2%	-2%	40%[activator]	25%	-19%	17%	-9%	?
Cc1ccc2c(c1)CC1(CN2C)C(=O)NC(=O)N(c2cccc(C)c2C)C1=O (configuration not stated)	0%	4%	-3%	-8%	9%	5%	0%	-14%
Clc1cc(I)cc(Cl)c1NC1=NCCN1	-1%	/	8%	-2%	32%[activator]	/	3%	/
CCCCn1c(O)c(C(C)=NCc2cc(OC)cc(OC)c2)c(=O)[nH]c1=O	2%	2%	1%	-19%	18%	/	-16%	3%
CC1(C)C(O)CC(O)[C@]2(C)C1CC(=O)[C@]1(C)C2CC[C@@]2(C)C(c3ccoc3)OC(=O)C3OC321 (some centres not stated)	-2%	/	-1%	-6%	8%	/	-3%	/
CCOP(=O)(OCC)C(Cc1ccccc1)NC(C)=O (configuration not stated)	-4%	2%	0%	3%	-7%	3%	0%	/
O=[N+]([O-])c1cccc2c([As](=O)(O)O)cccc12	-1%	6%	5%	1%	1%	-2%	0%	5%
c1ccc2sc(SNC3CCCCC3)nc2c1	0%	/	-8%	-7%	-2%	/	-4%	/
O=c1[nH]c(=S)n(C2CCCCC2)c(O)c1/C=N/N1CCOCC1	-2%	-4%	45%[activator]	-5%	-13%	1%	5%	/
COc1ccccc1N1C(=O)NC(=O)C(CCc2ccncc2)(CCc2ccncc2)C1=O	0%	-1%	9%	-2%	i	/	1%	-3%

Next section; it opens with the three that closed the last part.
Compound	TR SRC2 fluor cs	GAA glycogen	RGS12 GoLoco inh	GAA spleen mod	RECQ1 helicase	L3MBTL1 block	TRb SRC2 PPI	GAA inhib
c1ccc2sc(SNC3CCCCC3)nc2c1	0%	/	-8%	-7%	-2%	/	-4%	/
O=c1[nH]c(=S)n(C2CCCCC2)c(O)c1/C=N/N1CCOCC1	-2%	-4%	45%[activator]	-5%	-13%	1%	5%	/
COc1ccccc1N1C(=O)NC(=O)C(CCc2ccncc2)(CCc2ccncc2)C1=O	0%	-1%	9%	-2%	i	/	1%	-3%
CCC(CO)NC(=O)C1C=C2c3cccc4[nH]cc(c34)CC2N(C)C1 (configuration not stated)	0%&-2%	2%	-2%&-7%	1%&3%	-7%	7%	-7%&1%	-4%
O=C(N/N=C/C1C(=O)NC(=S)N(c2ccccc2)C1=O)c1cc(Br)c(O)c(Br)c1 (configuration not stated)	-12%	3%	-19%	-1%	?	13µM*	4%	12%
CN1C2CCC1CC(OC(c1ccc(F)cc1)c1ccc(F)cc1)C2 (configuration not stated)	0%	/	1%	-11%	12%	/	0%	/
COc1cc2c(cc1OC)CN(c1ccc([N+](=O)[O-])c(C(F)(F)F)c1)CC2	0%	7%	1%	3%	-11%	2%	3%	-2%
Cc1ccc([N+](=O)[O-])cc1	0%	/	0%	-8%	2%	8%	-5%	/
ClC1C(Cl)C(Cl)C(Cl)C(Cl)C1Cl (configuration not stated)	-1%	/	8%&2%	-4%&13%	-3%	5%&-10%	6%	/
CC(=NCc1ccc2c(c1)OCO2)c1c(O)n(Cc2ccccc2)c(=O)[nH]c1=O	3%	-7%	5%	1%	-2%	-6%	1%	/
CCn1c(O)c(C(c2ccccn2)c2c(O)n(CC)c(=S)[nH]c2=O)c(=O)[nH]c1=S	-3%	1%	0%	-13%	-1%	-3%	-2%	6%
COc1ccc2c3c1O[C@H]1C(=O)CC[C@@]4(O)C(C2)N(CC2CC2)CCC314 (some centres not stated)	-2%&-5%	/	6%&2%	-5%&3%	0%	/	5%&5%	/
CSc1ccc(C(=O)C2CCCN(Cc3cc4ccccc4[nH]3)C2)cc1 (configuration not stated)	0%	-11%	-10%	5%	-23%	-10%	2%	-4%
CC(C)CC(=O)NC(Oc1ccc(Cl)cc1)C(Cl)(Cl)Cl (configuration not stated)	-2%	8%	4%	-5%	-13%	15%	5%	?
NNC(=O)c1ccc(Cl)cc1	-3%	-20%	15%	5%	-11%	?	3%	-9%[15.4 µM]
COc1ccccc1N1CCN(Cc2c(F)cccc2F)CC1	-1%	4%	0%	-3%	4%	5%	-6%	-16%
O=C(c1cccnc1)C1CCCN(Cc2nc(-c3cnccn3)no2)C1 (configuration not stated)	0%	-2%	-1%	0%	-1%	1%	5%	/
CCCOC(=O)COc1cc(C)cc2oc(=O)c3c(c12)CCC3	1%	2%	-3%	5%	i	4%	-2%	-7%
O=C(CNC(=O)c1ccc(Cl)cc1)OCC(=O)c1ccc2c(c1)OCCO2	-1%	1%	13%	-4%	-10%	/	-9%	?
Oc1ccc2c3c1O[C@H]1c4oc5ccccc5c4C[C@@]4(O)[C@@H](C2)N(CC2CC2)CC[C@]314	-6%	-25%	-11%	-15%	i	/	-3%	/
CCOC(=O)C1=C(N)OC2=C(C(=O)CCC2)C12C(=O)Nc1ccccc12 (configuration not stated)	-1%	-8%	5%	-2%	-2%	5%	-10%	-3%

One compound at a time, as listed above:
Record of ClC1C(Cl)C(Cl)C(Cl)C(Cl)C1Cl (configuration not stated) = TR SRC2 fluor cs: -1%; GAA glycogen: /; RGS12 GoLoco inh: 8%&2%; GAA spleen mod: -4%&13%; RECQ1 helicase: -3%; L3MBTL1 block: 5%&-10%; TRb SRC2 PPI: 6%; GAA inhib: /
Record of CC(C)CC(=O)NC(Oc1ccc(Cl)cc1)C(Cl)(Cl)Cl (configuration not stated) = TR SRC2 fluor cs: -2%; GAA glycogen: 8%; RGS12 GoLoco inh: 4%; GAA spleen mod: -5%; RECQ1 helicase: -13%; L3MBTL1 block: 15%; TRb SRC2 PPI: 5%; GAA inhib: ?
